Source: PubChem BioAssay
EBV gp42 block – Epstein-Barr virus gp42 inhibitors, primary screen, biochemical, uHTS, fluorescence polarization; Glycoprotein 42 (Epstein-Barr virus (strain AG876)), Q1HVG2; Fluorescence polarization binding assay, mP read-out; inhibition, % (tested at 21.74 µM); 220,000 compounds, 0.42% hits; in the data active = inhibition above about 50%
Target sequence (Q1HVG2 whole entry, looked up): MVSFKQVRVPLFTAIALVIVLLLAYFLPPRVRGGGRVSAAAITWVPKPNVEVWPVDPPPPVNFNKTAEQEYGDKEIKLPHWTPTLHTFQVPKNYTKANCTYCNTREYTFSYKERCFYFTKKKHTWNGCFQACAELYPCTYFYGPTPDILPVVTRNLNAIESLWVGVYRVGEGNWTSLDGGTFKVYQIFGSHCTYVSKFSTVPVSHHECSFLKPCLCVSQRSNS
KCC2 mod – KCC2 cotransporter modulators, thallium flux, primary screen, cell-based, HEK293 KCC2, FluoZin-2 fluorescence, MLSMR; Solute carrier family 12 member 5 (Homo sapiens), Q9H2X9; KCC2 cells, thallium flux FluoZin-2 fluorescence; B-score of Tl+ flux slope (higher = more flux/activation; lower = inhibition) at 10 µM; 190,000 compounds, 2.2% hits; AID 1456, 2008;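 active = thallium flux slope and its plate-corrected score both differing from the plate sample mean at a set confidence after two filtering rounds, in either direction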;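 also: slope of fluorescence scaled to starting intensity during 10 to 20 s after thallium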
PPC-1+TRAIL kill – compounds killing PPC-1 cancer cells with TRAIL present, primary screen, TRAIL potentiator project, ATPLite luminescence, uHTS. cell killing (% activity), % at 4 µM. AID 1443, 2008. PPC-1 cells + TRAIL, ATPLite viability luminescence. 220,000 compounds, 0.41% hits;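 active = cell killing above 50% in the first pass at 4 µM, then a duplicate retest at 5 µM averaging 50% or more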;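 also: plate controls were cells with TRAIL plus DMSO for no effect and medium-only wells lacking cells for full effect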
zfTRPN1 agonist – zebrafish TRPN1 channel agonists, primary screen, cell-based, HEK293, calcium fluorescence; transient receptor potential cation channel N1 (TRPN1/NompC), Danio rerio; HEK293 zebrafish TRPN1-YFP, Fluo-8 calcium fluorescence; 100% = response to 87 µM carbachol; activation, % at 3 µM; 220,000 compounds, 0.18% hits;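 active = activation above its plate's cutoff, the mean activation of test wells on that plate plus 3 SD, cut at about 19% in these data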;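 also: 0% = DMSO alone and 100% = 87 µM carbachol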
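Material: zebrafish TRPN1-YFP in HEK293 cells; Doses: single test compound dose, 3 µM nominal, 0.3% DMSO; Timing: dye loading 1 h at 37 °C, then 30 min room temperature; Technique: intracellular calcium fluorescence with Fluo-8; Benchmarks: high carbachol 87 µM, low DMSO alone.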
Furin inh – human furin inhibitors, primary screen, biochemical, fluorescence intensity. AID 463115, 2010. 220,000 compounds, 0.061% hits. P09958. inhibition, % at 30 µM. purified furin, fluorogenic substrate cleavage; in the data active = inhibition above about 25%; also: inactives centre near -15
m-calpain inh – inhibitors of pig calpain II, primary screen, biochemical, fluorogenic peptide substrate, 1536-well. purified calpain II, 30 min. inhibition, % at 16 µM. 220,000 compounds, 0.37% hits;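 active = inhibition above about 50%, limit read from the data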
Thrombin inh – human alpha-thrombin inhibitors, primary screen, counter-screen for coagulation protease inhibitor project, biochemical, 1536-well, fluorogenic AMC substrate; Prothrombin (Homo sapiens), P00734; Boc-VPR-AMC fluorogenic substrate cleavage; inhibition, % at 5 µM; 220,000 compounds, 0.26% hits; AID 1046, 2008;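 active = inhibition at or above 40%; inactive = inhibition below 40%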;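 also: 0% = enzyme with no compound and 100% = wells without enzyme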
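Assay system: human alpha-thrombin enzyme. Reagent: Boc-VPR-AMC substrate, 15 µM final. Compound dosing: one concentration per compound, 5 µM, with 0.2% DMSO. Incubation: room-temperature reaction. Technique: AMC fluorescence, 355/460 nm. Measure: % inhibition relative to enzyme controls and enzyme-free blanks.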
TRPML3 agonist – human TRPML3 channel agonists, primary screen, cell-based, HEK293 TRPML3-YFP, Fluo-8 calcium fluorescence, 3 µM; 220,000 compounds, 0.29% hits; 100% = the carbachol control signal; AID 1448, 2008; Mucolipin-3 (Homo sapiens), Q8TDD5; activation, % at 3 µM;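 active = activation above its plate's cutoff, the mean activation of the plate's test wells plus 3 SD, cut at about 12% in these data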;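 also: 0% = DMSO only wells and 100% = carbachol wells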
Target sequence (Q8TDD5 whole entry, looked up): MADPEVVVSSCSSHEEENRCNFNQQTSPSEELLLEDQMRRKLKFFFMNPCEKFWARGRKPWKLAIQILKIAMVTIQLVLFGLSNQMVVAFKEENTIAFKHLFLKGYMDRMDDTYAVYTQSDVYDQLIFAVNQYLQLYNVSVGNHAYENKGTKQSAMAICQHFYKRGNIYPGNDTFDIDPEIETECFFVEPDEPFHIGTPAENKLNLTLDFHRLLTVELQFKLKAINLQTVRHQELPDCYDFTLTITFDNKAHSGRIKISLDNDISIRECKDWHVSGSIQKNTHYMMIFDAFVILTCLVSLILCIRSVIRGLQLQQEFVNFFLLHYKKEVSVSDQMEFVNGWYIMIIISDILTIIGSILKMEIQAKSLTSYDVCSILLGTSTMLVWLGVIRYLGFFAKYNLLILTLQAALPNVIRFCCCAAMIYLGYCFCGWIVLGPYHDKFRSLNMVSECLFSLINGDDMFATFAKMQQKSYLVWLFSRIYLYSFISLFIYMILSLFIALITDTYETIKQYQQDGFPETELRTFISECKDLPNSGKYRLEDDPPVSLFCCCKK
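Test system: HEK293 cells stably carrying human TRPML3-YFP; Doses: single dose, 3 µM final nominal compound, 0.3% DMSO final; Schedule: dye loading 1 h 37 °C then 30 min ambient, 125 s read; Technique: Fluo-8 calcium fluorescence; Benchmarks: high control carbachol 87 µM, low control DMSO.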
TbHK1 inh – Trypanosoma brucei hexokinase 1 inhibitors, primary screen, biochemical, G6PDH-coupled NADH absorbance, MLSCN library; recombinant TbHK1, G6PDH-coupled NADH A340; inhibition, % at 10 µM; 220,000 compounds, 0.11% hits;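 active = inhibition of 50% or more in the single-dose primary screen; inactive = inhibition below 50%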
The depositor's hits bear a star; i = inactive; nt = no result given; [ ] = dose if it differs, or a comment.

SMILES	EBV gp42 block	KCC2 mod	PPC-1+TRAIL kill	zfTRPN1 agonist	Furin inh	m-calpain inh	Thrombin inh	TRPML3 agonist	TbHK1 inh
COC(=O)CCCC[C@@H]1SC[C@@H](NC(=O)OC)[C@@H]1NC(=O)OC	6	0.87	-20	0.3	-17[20 µM]	-24	-3	0.5	-1
N#Cc1nc(Cc2cccc3ccccc23)oc1N1CCC(C(N)=O)CC1	-6	-7.4*	2	1.4	-20	13	4	-0.7	-3
O=C(NCCCN1CCOCC1)c1ccccc1NS(=O)(=O)c1ccc(F)cc1	6	0.17	13	-0.3	-19	-14	-16	-0.5	0
COc1ccccc1NS(=O)(=O)c1cccc(NC(=O)NC2CCCCC2)c1	1	-0.15	2	0.5	-6	-9	-10	-0.5	4
FC(F)(F)c1cccc(-c2ccc(/C=N/Nc3nncc(-c4ccccc4)n3)o2)c1	-5	0.46	-3	0.0	-30	-34	nt	1.1	-10
CCOc1ccc(-c2nc(CSCC(=O)NCc3ccco3)c(C)o2)cc1	-7	-0.78	-6	-0.1	-18	-5	4	-0.1	0
C=C1CN(CC(=O)OC)S(=O)(=O)c2ccccc21	-27	0.7	0	nt	-26	21	0	nt	-7
O=C(Nc1cccnc1)c1cccc(S(=O)(=O)N2CCOCC2)c1	10	-0.52	-3	0.2	-21[20 µM]	5	-5	0.5	1
COc1ccc(Cl)cc1NC(=O)CNCC(c1ccccc1)N(C)C (centres undefined)	-14	-0.048	6	-0.4	-20	17	-3	1.6	6
Cc1cc2nc[nH]c2cc1[N+](=O)[O-]	-1	0.55	18	-0.1	4	-14	-13	1.2	-6
O=C(CSc1nnnn1-c1cccc(Cl)c1)Nc1ccc2c(c1)CCC2	-21	1	-10	1.3	-24	-4	-2	1.0	-4
CCCCOC(=O)c1ccc(NC(=O)CSC2=Nc3ccccc3C3CC=NN23)cc1 (centres undefined)	0	1.2	11	0.2	-17[20 µM]	13	4	1.3	-18
N#CC1=C(SCC(=O)NCc2ccccc2)NC(=O)CC1c1ccco1 (centres undefined)	-20	-0.24	-5	0.3	-17[20 µM]	26	1	-0.3	-1
Cc1ccc(N2C(=O)c3cccc4c(C(=O)O)ccc(c34)C2=O)cc1	-20	0.61	4	1.2	-18	9	-3	1.1	-26
COc1cc(C2C(C#N)=C(N)Oc3cc4c(cc32)OCO4)cc(OC)c1OC (centres undefined)	-9	-0.81	9	-0.5	-22	-11	0	-0.2	-4
COc1ccc(C2C(C#N)=C(N)Oc3n[nH]c(C)c32)cc1Cn1cc([N+](=O)[O-])cn1 (centres undefined)	3	0.7	-15	-0.4	-18[20 µM]	1	-3	-0.5	-12
COc1c(S(=O)(=O)Nc2cccnc2)ccc(Cl)c1Cl	-6	nt	6	1.3	-32	12	2	1.4	-5
CC(=O)N1c2c(ccc3ccccc23)C(C)CC12CCCCC2 (centres undefined)	0	nt	18	-1.5	-28[20 µM]	18	-4	0.1	8
COc1ccc(O)c(C2=Nc3ccccc3N=C(c3ccco3)C2)c1	1	nt	8	-0.5	-20	16	-8	0.2	-7
COc1ccccc1N1CCN(C(=O)CSc2nnc3c4ccccc4n(CC(=O)O)c3n2)CC1	-5	1.1	-6	-0.1	-10	-7	-6	0.8	-21
C/C(=N\O)C1CC(CC(=O)O)C1(C)C (centres undefined)	-5	0.71	5	0.1	-32	-19	-3	0.9	-4
COc1ccc(C(O)P(=O)(OCC(C)C)OCC(C)C)c(OC)c1 (centres undefined)	4	-0.21	16	1.5	1	23	-4	0.0	37
CNC(=O)CSc1nnc(-c2cccc(S(=O)(=O)N3CCOCC3)c2)n1-c1ccc(F)cc1	-5	0.74	-11	1.1	4[20 µM]	-17	-6	1.1	2
S=c1nc(-c2sccc2OCc2ccc(Cl)cc2Cl)[nH][nH]1	9	24*	-20	2.3	0	93*	-10	-0.2	16
CCc1cccc(NC(=O)c2cc(OC)c(OC)c(OC)c2)c1	0	nt	11	-1.1	-23	0	0	0.1	-3
CN=c1scc(C)n1/N=C/c1ccc(O)cc1O	-14	nt	71*[5 µM]	2.1	4	-10	-1	0.7	-18
CNC(=O)c1c(NC(=O)C(C)C)sc2c1CCC2	-13	0.73	-8	1.3	-14	-2	-1	-0.8	-11
Cc1cc(C)c(NC(=O)COC(=O)c2ccc([N+](=O)[O-])s2)c(C)c1	3	nt	16	0.1	-12	24	-5	-0.3	-4
COC(=O)C(C)Nc1cccc(Br)c1 (centres undefined)	-13	-0.82	-4	-1.0	-2	7	-1	0.1	3
Cc1cc(C)c(NC(=O)C(C)Sc2nnc(-c3ccco3)n2-c2ccccc2)c(C)c1 (centres undefined)	-20	nt	5	-3.9	-17[20 µM]	-5	3	0.1	-3
COc1ccc(-c2csc(N(CC3CCCO3)C(=O)c3cccs3)n2)cc1 (centres undefined)	9	0.17	23	-0.4	-6	41	-2	0.7	4
O=C(CN1CCC(n2nnc3cc(C(F)(F)F)ccc32)CC1)NCc1cccs1	-10	-1.5	1	2.6	-11	-6	-11	1.1	0
S=c1[nH]nc(-c2ccc(Cl)cc2)n1-c1cccnc1	-11	-0.15	12	1.8	-21	-1	-8	0.3	-5
COc1ccc(C2CC(c3ccccc3)=NN2C(=O)COC(=O)c2cccnc2)cc1 (centres undefined)	-5	-3.4	-10	1.3	-1	39	2	0.2	10
O=c1ccn(Cc2ccccc2Cl)cc1	-15	1.1	12	-0.6	-18[20 µM]	-4	-3	1.0	0
O=c1[nH]c(NCCO)nc2c1C1(CCCC1)Cc1ccccc1-2	-6	-0.21	0	0.5	-46[20 µM]	i	-13	0.1	-12
Cc1ccc(-n2c(=O)c3sccc3n(Cc3cc(=O)n4cc(Cl)ccc4n3)c2=O)cc1F	7	-0.78	5	1.0	-19	-62	-7	1.0	-9
O=C1c2cccnc2Nc2ccccc2N1CCCF	0	-0.14	12	-0.6	-17[20 µM]	-18	-3	0.6	2
O=C(/C=C/Nc1ccccc1Oc1ccccc1)c1ccco1	-14	0.0059	7	-2.2	-20	1	5	-0.6	-4
CNC(=S)NN(C)c1nc(C)cc(C)n1	10	-0.12	8	0.5	-9	20	-6	0.9	-2

Shown as a markdown table: 10 of the compounds above.
| smiles | EBV gp42 block | KCC2 mod | PPC-1+TRAIL kill | zfTRPN1 agonist | Furin inh | m-calpain inh | Thrombin inh | TRPML3 agonist | TbHK1 inh |
| --- | --- | --- | --- | --- | --- | --- | --- | --- | --- |
| COc1ccc(-c2csc(N(CC3CCCO3)C(=O)c3cccs3)n2)cc1 (centres undefined) | 9 | 0.17 | 23 | -0.4 | -6 | 41 | -2 | 0.7 | 4 |
| O=C(CN1CCC(n2nnc3cc(C(F)(F)F)ccc32)CC1)NCc1cccs1 | -10 | -1.5 | 1 | 2.6 | -11 | -6 | -11 | 1.1 | 0 |
| S=c1[nH]nc(-c2ccc(Cl)cc2)n1-c1cccnc1 | -11 | -0.15 | 12 | 1.8 | -21 | -1 | -8 | 0.3 | -5 |
| COc1ccc(C2CC(c3ccccc3)=NN2C(=O)COC(=O)c2cccnc2)cc1 (centres undefined) | -5 | -3.4 | -10 | 1.3 | -1 | 39 | 2 | 0.2 | 10 |
| O=c1ccn(Cc2ccccc2Cl)cc1 | -15 | 1.1 | 12 | -0.6 | -18[20 µM] | -4 | -3 | 1.0 | 0 |
| O=c1[nH]c(NCCO)nc2c1C1(CCCC1)Cc1ccccc1-2 | -6 | -0.21 | 0 | 0.5 | -46[20 µM] | i | -13 | 0.1 | -12 |
| Cc1ccc(-n2c(=O)c3sccc3n(Cc3cc(=O)n4cc(Cl)ccc4n3)c2=O)cc1F | 7 | -0.78 | 5 | 1.0 | -19 | -62 | -7 | 1.0 | -9 |
| O=C1c2cccnc2Nc2ccccc2N1CCCF | 0 | -0.14 | 12 | -0.6 | -17[20 µM] | -18 | -3 | 0.6 | 2 |
| O=C(/C=C/Nc1ccccc1Oc1ccccc1)c1ccco1 | -14 | 0.0059 | 7 | -2.2 | -20 | 1 | 5 | -0.6 | -4 |
| CNC(=S)NN(C)c1nc(C)cc(C)n1 | 10 | -0.12 | 8 | 0.5 | -9 | 20 | -6 | 0.9 | -2 |

Other compounds:
SMILES	EBV gp42 block	KCC2 mod	PPC-1+TRAIL kill	zfTRPN1 agonist	Furin inh	m-calpain inh	Thrombin inh	TRPML3 agonist	TbHK1 inh
C/C=C/C=C/C(=O)N1CC2(CC(c3cccc(NC(=O)/C=C/C)c3)=NO2)C[C@@H]1C(N)=O (some centres undefined)	-23	-0.055	0	nt	-19	-7	1	nt	-1
C/C(=N\NS(=O)(=O)c1ccccc1)c1ccccc1	-28	0.55	nt	0.6	-33	7	2	0.3	-1
Cn1c(SCC(=O)NCc2cccs2)nnc1-c1cccs1	-2	nt	19	-0.4	-8[20 µM]	2	16	0.9	5
O=C(Nc1ccccc1OC(F)(F)F)c1ccc([N+](=O)[O-])cc1	-14	0.55	9	-1.6	-5	15	5	-0.6	7
Cc1ccc(-c2nnc3sc(-c4ccc5c(c4)OCCO5)nn23)cc1	nt	-0.62	nt	0.5	-15[20 µM]	nt	nt	0.8	-8
CCc1ccc(CNCc2ccc(OCC(O)CN(C)Cc3ccccc3)cc2)nc1 (centres undefined)	-8	-1	20	2.3	-25	-17	-4	2.3	10
COc1ccc(NC(=O)c2cc(C)on2)cc1	-3	0.12	-11	0.5	-28	-9	0	0.5	-3
O=C(COC(=O)c1ccc[nH]c1=O)NC1CCCc2ccccc21 (centres undefined)	-3	0.97	-9	1.3	-29	3	-2	1.2	-10
COc1ccc(NC(=O)c2ccc(OC)cc2)cc1	-9	0.67	39	2.2	-19	20	0	1.5	12
O=[N+]([O-])c1ccccc1N/N=C1\CCc2ccccc21	-3	0.0039	16	-0.2	-10	28	6	0.8	3
Cc1ccc(C(=O)N/N=C\c2ccc([N+](=O)[O-])o2)cn1	-9	0.43	19	-0.5	6	7	3	-0.1	-45
COC(=O)[C@@]1(Cc2ccc(OC)cc2)[C@H]2c3cc(C(=O)N(C)C)n(CCSCCO)c3C[C@H]2CN1C(=O)c1ccccc1	0	-1.3	25	1.7	-5	-24	5	1.0	-2
CCN(CC)C(=O)CN1C(=O)C2(NC(=O)c3ccccc3N2)c2ccccc21 (centres undefined)	-7	0.61	-3	0.2	-32	-151	-3	0.8	-10
